# Assay outcomes from PubChem.
# Tb PGK inh: T. brucei PGK inhibition; P07378; PGK/GAPDH coupled, Kinase-Glo luminescence, 60 min; Potency, µM (highest dose often 57.5 µM), for inactives: at the highest dose activity change, negative = inhibition, hits mostly inhibitors; actives 0.043% (n = 380,000); note: potency is the fitted concentration of half-maximal effect; % is set by controls: 0 for no effect and ±100 for the full control effect; nearly all actives have a fitted effect of over 60% in size
#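 Luminescent ATP detection (Kinase-Glo Plus) follows a 60-minute room-temperature incubation, with wells lacking PGK as controls. Buffer: 100 mM TEA (pH 7.6), 5 mM MgCl2, 0.01% Tween-20. Coupling enzyme GAPDH (100 nM final) supplies unstable 1,3-BPG in-well.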
# POLH inh: blocks human DNA polymerase eta activity; AID 588591; Q9Y253; recombinant Pol eta, fluorescent DNA replication assay; Potency, µM (highest dose often 114 µM), for inactives: at the top dose activity change, negative = inhibition, most hits filed as inhibitors; actives 1.2% (n = 390,000); note: potency is the fitted concentration of half-maximal effect; % is set by controls: 0 for no effect and ±100 for the full control effect
#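 Pol eta at 10 nM preincubated with compounds 15 min at room temperature; reaction started with fluorescent substrate (50 nM final) and read kinetically at 0 and 10 min.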
# APE1 inh: inhibitors of human APE1 endonuclease; recombinant APE1, TAMRA/BHQ-2 abasic DNA cleavage fluorescence; Potency, µM (doses to about 65.8 µM), for the others: at the top dose activity change, negative = inhibition, hits mostly inhibitors; actives 0.35% (n = 350,000); AID 2517;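 note: potency is the fitted concentration of half-maximal effect; plate controls were vehicle for no effect and reference inhibitor for full effect; nearly all actives have a fitted effect of over 55% in size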
#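 Measures dequenching upon AP-site incision of a 5'-TAMRA/3'-BHQ-2 THF-containing duplex, 50 nM; human APE1 0.75 nM after 15 min room-temperature exposure to compound; kinetic three-point read at one-minute spacing.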
# Pol kappa inh: DNA polymerase kappa (human) inhibition; purified Pol kappa, fluorescent DNA synthesis assay, 10 min; Q9UBT6; actives 0.53% (n = 400,000); Potency, µM (series often up to 107 µM), for inactives: at the top dose activity, negative = inhibition, actives largely listed as inhibitors; note: potency is the fitted concentration of half-maximal effect; % is set by controls: 0 for no effect and ±100 for the full control effect
#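 Activity was followed as the change in fluorescence between reads at 0 and 10 min after starting the reaction with 50 nM substrate. Beforehand, 10 nM polymerase had been preincubated with compound for 15 min at room temperature.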
# RXFP1 antag: antagonists of human relaxin receptor RXFP1; activity change, negative = inhibition, % at 57.5 µM; HEK293-RXFP1, relaxin-stimulated cAMP HTRF, 30 min; hits give low values; actives 0.59% (n = 350,000); Q9HBX9; AID 1259400;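 active = activity change of -60% or lower, but not beyond a set lower limit; inconclusive = change between -60% and -40%, or beyond the set limit; inactive = change above -40%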; note: % is set by controls: 0 for no effect and ±100 for the full control effect
# Target sequence (Q9HBX9 whole entry, looked up): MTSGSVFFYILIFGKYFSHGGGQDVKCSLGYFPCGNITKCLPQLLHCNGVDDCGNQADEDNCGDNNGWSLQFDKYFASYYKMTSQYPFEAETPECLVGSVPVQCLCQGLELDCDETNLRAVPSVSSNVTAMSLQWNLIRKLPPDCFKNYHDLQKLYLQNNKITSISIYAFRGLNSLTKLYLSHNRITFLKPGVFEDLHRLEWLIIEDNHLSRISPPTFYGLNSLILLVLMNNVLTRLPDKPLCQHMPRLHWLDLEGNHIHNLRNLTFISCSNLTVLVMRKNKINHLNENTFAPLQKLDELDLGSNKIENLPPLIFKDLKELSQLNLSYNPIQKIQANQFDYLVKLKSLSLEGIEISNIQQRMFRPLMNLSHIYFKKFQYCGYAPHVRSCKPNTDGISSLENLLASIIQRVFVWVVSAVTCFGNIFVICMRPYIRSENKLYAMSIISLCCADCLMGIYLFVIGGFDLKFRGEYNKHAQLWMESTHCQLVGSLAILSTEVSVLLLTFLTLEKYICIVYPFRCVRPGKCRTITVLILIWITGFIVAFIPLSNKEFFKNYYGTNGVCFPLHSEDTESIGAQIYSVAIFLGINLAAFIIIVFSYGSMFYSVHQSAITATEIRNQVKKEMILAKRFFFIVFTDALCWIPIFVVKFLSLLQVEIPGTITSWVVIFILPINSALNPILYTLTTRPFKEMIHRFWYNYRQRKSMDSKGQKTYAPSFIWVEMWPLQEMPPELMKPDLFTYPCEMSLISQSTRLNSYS
# Pol iota inh: inhibitors of human DNA polymerase iota; Q9UNA4; Pol iota fluorescent replication assay, 10 min; Potency, µM (highest dose often 115 µM), without a hit: top-dose activity, negative = inhibition, hits mostly inhibitors; actives 1% (n = 390,000); note: potency is the fitted concentration of half-maximal effect
#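 Pol iota at 10 nM preincubated 15 min with compounds at room temperature; reaction started with fluorescent substrate, 50 nM final. Fluorescence read kinetically at 0 and 10 min; buffer-only wells as negative control.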
# BLM inh: blocks DNA unwinding by human BLM helicase; actives 0.2% (n = 350,000); recombinant BLM DNA unwinding, fluorescence dequenching; Potency, µM (doses to about 56.1 µM), for inactives: at the highest dose activity change, negative = inhibition, most hits filed as inhibitors; P54132;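 note: potency is the fitted concentration of half-maximal effect; plate controls were vehicle for no effect and no enzyme for full effect; nearly all actives have a fitted effect of over 35% in size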
# Pol beta inh: inhibitors of human DNA polymerase beta; P06746; Pol beta primer extension/strand displacement, fluorescence kinetic; Potency, µM (series often up to 114 µM), for inactives: at the highest dose activity change, negative = inhibition, most hits filed as inhibitors; actives 1.3% (n = 340,000); AID 485314; note: potency is the fitted concentration of half-maximal effect; % is set by controls: 0 for no effect and ±100 for the full control effect
#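 Reaction started by 50 nM substrate onto compound-treated Pol beta (10 nM, 15 min preincubation, room temperature); plates read at 0 min and 10 min. Normalized concentration-effect data fitted by four-parameter Hill equation.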
# Anesthetic bind: candidate novel general anesthetic via apoferritin binding | Potency, µM (titrated, usually from 77.5 µM), for the others: at the highest dose activity change, negative = displacement, most hits filed as inhibitors | P02791 | AID 485281 | apoferritin/1-aminoanthracene competitive binding, fluorescence | actives 0.074% (n = 350,000); note: potency is the fitted concentration of half-maximal effect; % is set by controls: 0 for no effect and ±100 for the full control effect; nearly all actives have a fitted effect of over 20% in size
# Target sequence (P02791 2-175 limits assumed): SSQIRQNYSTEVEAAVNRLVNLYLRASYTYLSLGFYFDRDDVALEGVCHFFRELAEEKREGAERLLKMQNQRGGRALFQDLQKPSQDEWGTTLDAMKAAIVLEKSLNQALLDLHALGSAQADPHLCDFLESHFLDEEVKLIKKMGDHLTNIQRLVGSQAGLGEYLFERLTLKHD
#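 In PBS, apoferritin at 10 uM is loaded with 1-AMA from a 50% saturated solution. After 10 min of compound exposure at ambient temperature, reduced 535 nm fluorescence indicates probe displacement.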
# Active calls of the source: *; i = inactive; ? = inconclusive; · = not tested or not shown; [ ] = dose if it differs, or a comment. Unless noted, calls come from the whole dose curve; as a rule, active = well fitted curve in the direction sought with a large enough effect; inconclusive = small, poorly fitted or top-dose-only effect, or another doubt; inactive = no such curve, though single readings can be large; an effect the other way counts as inactive or inconclusive.
SMILES,Tb PGK inh,POLH inh,APE1 inh,Pol kappa inh,RXFP1 antag,Pol iota inh,BLM inh,Pol beta inh,Anesthetic bind
Cc1cc(Cl)ccc1OC(C)C(=O)NN=C1CCCCCC1 (stereo not given),5%,0%,-8%,-14%,-22,-22%,2%,36%,-15%
CCc1ccc2nc(N(CCN(C)C)C(=O)c3ccc4ccccc4c3)sc2c1,-3%,?,7%,-2%,-6,-11%,-2%,11%,-12%
CC1CCN(c2ccccc2NC(=O)c2ccc(C#N)cc2F)CC1,0%,-2%,7%,-13%,-3,10%,-5%,-30%,-12%
CN(Cc1ccccc1)C(=O)CCn1c(=O)c2cccn2c2cccnc21,-9%,-2%,2%,-7%,-37,-20%,1%,48%,-2%
Cc1ccc(NC(=O)CSCC(=O)O)c(C)c1,-1%,-1%,-2%,-6%,-6,-3%,-1%,15%,-13%
COCCN1C(=O)c2ccccc2C(C(=O)N2CCN(c3ccccn3)CC2)C1c1ccc(F)cc1 (stereo not given),-9%,-9%,1%,-10%,-14,41%[activator],2%,6%,-8%
CCn1c(SCC(=O)c2ccccc2)nc2c(c1=O)SC(C)C2 (stereo not given),-8%,-13%,-3%,-7%,-21,17%,-12%,17%,1%
CCOC(=O)c1cn(-c2nc(-c3ccc(Cl)c(Cl)c3)cs2)c2c(F)c(N3CCOCC3)c(F)cc2c1=O,i,-6%,16%,1%,-6,39%[activator],-5%,16%,-11%
O=C(Nc1ccc(S(=O)(=O)Nc2ncccn2)cc1)c1ccccc1NS(=O)(=O)c1ccc(Cl)cc1,i,-9%,-5%,-18%,-3,10%,-1%,3%,-5%
Fc1ccc(N2CCN(Cc3cnc(N4CCOCC4)s3)CC2)cc1,i,-6%,0%,1%,-2,78%[activator],0%,30%,0%
Cc1cccc(C(=O)N2CCc3cc(CNS(=O)(=O)c4ccc(Cl)s4)ccc32)c1,-1%,-23%,·,-5%[60.1 µM],2,13%,-1%,-8%,-16%
COCCCNc1nc(SCc2ccccc2)nc2sc3c(c12)CCC3,-3%,-5%,0%,-17%,-13,10%,-9%,15%,-12%
COc1ccccc1NC(=O)C(C)Sc1nc2ccccc2c(=O)n1CC1CCCO1 (stereo not given),-12%,0%,-6%,-5%,9,31%[activator],·,·,·
c1ccc(-c2cc3nccc(-c4ccccn4)n3n2)cc1,-1%,-22%,-12%,-1%,-7,16%,4%,-1%[57.1 µM],-6%
CCOc1ccccc1N1CCN(C/C=C/c2ccc(N(C)C)cc2)CC1,8%,-3%,3%,-3%,-20,10%,-3%,-4%,-18%
Cc1c(C#N)c(NC(=O)c2ccccc2)n(Cc2ccccc2)c1C,-2%,-8%,-5%,-24%,-10,-6%,-1%,-24%,-14%
O=[n+]1cc(-c2ccc(Cl)cc2)n([O-])c2c1CCCCC2,-7%,-9%,22%,1%,-5,-7%,3%,0%,-5%
CCOC(=O)c1c(NC(=S)NC(=O)/C=C/c2cccs2)sc(C)c1C,7%,-9%,3%,-7%,10,1%,1%,2%[57.1 µM],0%
CC(C)(C)C(=O)C(C(c1ccccc1)N1CCOCC1)N1CCOCC1 (stereo not given),7%,-2%,·,-16%,4,9%,·,·,·
O=C(NCCc1cnc[nH]1)Nc1cccc(C(F)(F)F)c1,-5%,1%,44%,-4%,17,4%,-1%,18%,-2%
O=C(NCC(c1ccco1)N1CCCC1)c1ccc(S(=O)(=O)Nc2ccccc2F)cc1 (stereo not given),0%,-22%,12%,-4%,-10,22%,·,·,·
CCOC(=O)C1(Cc2cccc(F)c2)CCN(C(=O)Cn2cnnn2)CC1,i,-20%,3%,-3%,-3,14%,0%,3%,-1%
Cc1nn(C)cc1/C=N\NC(=O)c1ccc2c(c1)c(C)c(C)n2Cc1ccccc1,-1%,-11%,-10%,-15%,-3,-6%,-16%,-16%,2%
Cc1ccc2nc(C)cc(N/N=C/c3cccc(O)c3)c2c1,0%,-15%,43%,-8%,-19,106%[activator],-9%,-3%,-19%
CCC(C)[C@H](NC(=O)OC(C)(C)C)C(=O)N/N=C/c1ccc2cc(OC)ccc2n1 (stereo not given in full),-2%,-21%,3%,-4%,3,18%,-2%,-24%,-14%
# Continuation.
SMILES,Tb PGK inh,POLH inh,APE1 inh,Pol kappa inh,RXFP1 antag,Pol iota inh,BLM inh,Pol beta inh,Anesthetic bind
O=C(Cn1cnc2c(NCc3ccccc3)ncnc21)NCCCc1ccccc1,i,-1%,2%,4%,·,12%,·,·,·
CC(=O)NCC1(O)CCCC(C)C1 (stereo not given),-1%,-9%,-1%,5%,-8,-11%,-1%,3%,-6%
CCCC1(c2ccccc2)NC(=O)N(CC(=O)NCc2ccc(OC)cc2)C1=O (stereo not given),-9%,-9%,16%,15%,4,-18%,-1%,31%,-9%
O=C(CCC1CCCN(C(=O)c2cccnc2)C1)NCc1ccccc1F (stereo not given),-6%,-6%,49%[activator],-4%,-6,-17%,1%,-9%,-13%
CC1CCCC(C)N1CCCNC(=O)c1cc2c(=O)n(C)c3ccccc3c2n1C (stereo not given),3%,-10%,2%,1%,·,29%,7%,0%,-9%
Cc1ccc(C)c(C(=O)CN2C(=O)c3ccccc3C2=O)c1,4%,-14%,-3%[12.4 µM],-12%,-28,36%[activator],-2%,-1%,-6%
C/C(=N\NC(=O)CSc1nc2ccccc2o1)c1ccc(O)cc1,-3%,5%,-2%,-3%,-17,67%[activator],1%,5%,?
COc1ccc(N2CCN(S(=O)(=O)c3ccc(C(=O)NC4CCCC4)cc3)CC2)cc1,-6%[11.5 µM],2%,-6%,-8%,21,-15%,-1%,-27%,-1%
COc1cc(NC(=O)COC(=O)CC2CC3CCC2C3)cc(OC)c1 (stereo not given),11%,-17%,10%,-12%,-1,3%,·,·,·
O=C(CSc1nc(-c2ccc(F)cc2)cc(C(F)(F)F)n1)Nc1ccc2c(c1)OCO2,5%,-17%,0%,-11%,0,12%,-7%,-13%,2%
COc1cccc(N2CCN(c3ncnc4c3cnn4-c3ccc(C)cc3C)CC2)c1,-8%,-21%,5%,-1%,·,-21%,-4%,6%,2%
COCCn1c(C)cc(C(=O)CN2C(=O)NC3(CCCCCCC3)C2=O)c1C,5%[11.5 µM],-2%,8%,-6%,-2,12%,-7%,23%,-15%
CCOC(=O)c1sc2c(c1C)C(c1cccs1)C1=C(CCCC1=O)N2 (stereo not given),0%,-12%,0%,-14%,-34,-3%,-5%,6%,427%[activator]
COc1cccc(OCCSc2nnc3sc4ccccc4n23)c1,-6%,-3%,14%,-15%,8,10%,3%,12%,-9%
O=C(NCCCl)Nc1cccc(Br)c1,i,-3%,20%,-9%,9,18%,-8%,36%,-2%
N#CCO/N=C(\c1ccccc1)c1ccncc1,i,-10%,0%,-11%,17,-7%,-5%,-1%,-6%
Nc1ncnc2c1CN(Cc1ccccc1)CC2,-3%,-2%,·,-1%,6,35%[activator],·,·,·
Cc1c(N2C(=O)/C(=C/c3ccccc3)SC2=S)c(=O)n(-c2ccccc2)n1C,4%,-1%,7%,3%,-13,-15%,-5%,14%,?
Cc1ccccc1-c1noc(-c2ccc(NC3CCCC3)c([N+](=O)[O-])c2)n1,i,-11%,·,6%,·,32%[activator],-1%,-2%,?
CCOC(=O)Cc1csc(NC(=O)CN(C)S(=O)(=O)c2ccc3c(c2)CCC(=O)N3)n1,-4%,-11%,-3%,-21%,·,?,2%,2%,1%
Cc1cccc(NC(=O)CN2C(=O)CNC2=O)c1,i,-10%,18%,-5%,-3,53%[activator],-1%,11%,-12%
COc1ccccc1CN1C(=O)c2ccncc2C1=O,0%,-16%,-1%,-23%,3,25%,1%,0%,?
Cc1cc(C(=O)OCC(=O)N2CC(C)CC(C)C2)c(C)o1 (stereo not given),i,-15%,-2%,1%,-6,6%,2%,-3%,?
O=C(/C=C/c1ccc(Cl)c([N+](=O)[O-])c1)c1ccc(O)cc1,-5%,-13%,14%,4%,-9,?,-18%,1%,1%
Cc1cc2c(NCCc3ccccc3)ncnc2s1,-2%,-10%,43%,-14%,7,?,-2%,4%,-13%

# Part of the list above, with values under each structure:
# Sequence of screens: Tb PGK inh, POLH inh, APE1 inh, Pol kappa inh, RXFP1 antag, Pol iota inh, BLM inh, Pol beta inh, Anesthetic bind
Cc1ccccc1-c1noc(-c2ccc(NC3CCCC3)c([N+](=O)[O-])c2)n1
  i, -11%, ·, 6%, ·, 32%[activator], -1%, -2%, ?
CCOC(=O)Cc1csc(NC(=O)CN(C)S(=O)(=O)c2ccc3c(c2)CCC(=O)N3)n1
  -4%, -11%, -3%, -21%, ·, ?, 2%, 2%, 1%
Cc1cccc(NC(=O)CN2C(=O)CNC2=O)c1
  i, -10%, 18%, -5%, -3, 53%[activator], -1%, 11%, -12%
COc1ccccc1CN1C(=O)c2ccncc2C1=O
  0%, -16%, -1%, -23%, 3, 25%, 1%, 0%, ?
Cc1cc(C(=O)OCC(=O)N2CC(C)CC(C)C2)c(C)o1 (stereo not given)
  i, -15%, -2%, 1%, -6, 6%, 2%, -3%, ?

# New compounds follow.
SMILES,Tb PGK inh,POLH inh,APE1 inh,Pol kappa inh,RXFP1 antag,Pol iota inh,BLM inh,Pol beta inh,Anesthetic bind
COCCN(C(=O)COC(=O)CCSc1ccc(F)cc1)c1c(N)n(Cc2ccccc2)c(=O)[nH]c1=O,-3%,-21%,-4%,-10%,-6,9%,·,·,·
Cc1ccccc1N1CCN(C2CCCN(C(=O)c3ccnn3C)C2)CC1 (stereo not given),-9%,-16%,1%,-16%,10,24%,-3%,31%,-1%
CC(=O)N1c2ccc(S(=O)(=O)N3CCCC(C(=O)Nc4ccc(C)cc4C)C3)cc2CC1C (stereo not given),-5%,-24%,10%,-1%,·,33%,-10%,2%,-13%
COc1cccc2sc(N(Cc3cccnc3)C(=O)COc3ccccc3)nc12,-9%,-7%,·,-14%[60.1 µM],-13,-7%,-1%,-2%,-10%
O=C(CSc1cccc[n+]1[O-])Nc1cccc(S(=O)(=O)NC2=NCCCCC2)c1,-2%,-21%,-4%,-25%,-2,22%,0%,22%,-6%
COc1cccc(NC(=O)c2ccncc2)c1,-8%,-15%,10%,-10%,0,1%,0%,10%,-10%

# Some of the compounds tested. The share of hits here may be higher or lower than overall.
